Source: PubChem BioAssay (NCI)
NCI-60 one-dose screen, 48 h, at 10 µM unless noted. Numbers give growth in % (100 = growth as untreated, 0 = no growth, -100 = all killed).
SK-MEL-2: SK-MEL-2 melanoma. 4.7% of 77,000 active
UACC-62: UACC-62 melanoma | AID 1794756 | 5.4% of 81,000 active
SK-MEL-5: SK-MEL-5 melanoma | 6.4% of 80,000 active
SK-MEL-28: SK-MEL-28 melanoma; 4.1% of 81,000 active; AID 1794761
MALME-3M: MALME-3M melanoma; 5.8% of 78,000 active
UACC-257: UACC-257 melanoma; 4.4% of 78,000 active
HS 578T: HS 578T breast cancer; 4.1% of 78,000 active; AID 1794788
LOX IMVI: LOX IMVI melanoma. 7.4% of 79,000 active
Numbers without * were called inactive; . = no result given; & = joins results of further samples. Rule for the calls: active = growth percent below 10; inactive = the rest. No enrichment for hits. About 11% of those tested had a hit in this group.

Results follow in this order: UACC-62	SK-MEL-5	SK-MEL-2	LOX IMVI	HS 578T	SK-MEL-28	UACC-257	MALME-3M
1) O=C(c1ccccc1)c1c(-c2ccccc2)oc2c1CNC1C=C(Cl)C=CC21 (configuration not stated)
 : 90	104	.	94	.	127	90	105
2) Cc1ccc(/C=C/c2n(Cc3ccc4ccccc4c3)c3ccccc3[n+]2Cc2ccc3ccccc3c2)cc1
 : -64*	-100*	-98*	-88*	-46*	-92*	-72*	-90*
3) COc1cc2c(cc1OC)C1(NCC2)C(=O)Nc2c(Br)cc(Br)cc21 (configuration not stated)
 : 87	104	105	94	87	111	103	101
4) CCOC(=O)c1ccc(NC(=O)CSC(CC(=O)c2sc(Nc3ccccn3)nc2C)c2ccccc2F)cc1 (configuration not stated)
 : 12	7.2*	-31*	-77*	8.9*	33	39	34
5) COC(=O)[C@@H]1CCCC[C@@H]1C(=O)O
 : 107	99	97	96	.	107	102	92
6) CC(=O)OC1CCC2(C)C(=CCC3C2CCC2(C)C(C(=O)CC(C#N)(C#N)C(C#N)C#N)CCC32)C1 (configuration not stated)
 : 95	98	105	85	97	114	99	99
7) O=S(=O)(Nc1ccc2ccccc2c1)c1ccccc1
 : .	102	85	99	81	97	95	81
8) O=C(CSc1ccccn1)C1=S=C2C=CC=CN2C1=O
 : 96	103	.	111	108	98	99	98
9) COc1ccc2c(c1)oc1c2c2c(c3c4ccccc4n(C)c13)C(=O)N(O)C2=O
 : 78	74	96	94	90	91	96	88
10) CC1(C)CC[C@]2(CO)CC[C@]3(C)C(=CC[C@@H]4[C@@]5(C)Cc6c([nH]c7ccccc67)C(C)(C)[C@@H]5CC[C@]43C)[C@@H]2C1
 : 88	101	98	89	99	107	98	95
11) COc1ccc(NC(=O)CSc2nc(C)c(C(C)=O)n2-c2ccc(Cl)cc2)cc1
 : 70	94	102	91	90	92	101	96
12) CCOC(=O)O[C@]1(C(=O)COC(=O)CC)CCC2C3CCC4=CC(=O)C=C[C@]4(C)C3[C@@H](O)C[C@@]21C (some centres not stated)
 : 98	91	109	95	111	114	102	94
13) CC(=O)OCC1OC(COC(C)=O)(c2ccc(C)cc2)C(OC(C)=O)C1OC(C)=O (configuration not stated)
 : 100	120	111	101	109	113	106	107
14) COc1ccc(/C=C2\CCCC3=C2NC(N)=NC3c2ccc(OC)cc2)cc1 (configuration not stated)
 : 68	56	98	74	112	99	91	100
15) C=C1CCC2(C#N)[C@H]3[C@H](CC[C@@H]2C)[C@@H](C)C[C@@H](CC(C)(C)NC(=O)CN2CCC2=O)[C@H]13 (some centres not stated)
 : 48	27	64	54	74	74	81	83
16) CC(=O)C1=C(C)NC(NNc2ccccc2)=NC1c1ccc(Cl)cc1 (configuration not stated)
 : 50	100	112	71	95	98	104	110
17) COC(=O)c1cc(N)cn1C
 : 85	77	100	98	98	107	102	98
18) OC(c1ccccc1)c1ccc(-c2ccccc2)cc1 (configuration not stated)
 : 89	.	109	107	106	117	92	103
19) COc1ccc2nc(-c3nc(-c4ccccc4)n4ccccc34)[nH]c2c1
 : 73	65	83	74	85	96	122	98
20) CCCn1c2cc(OCc3cn(-c4ccc(Br)cc4)nn3)ccc2c2ccnc(C)c21
 : 39	77	71	73	67	80	53	87

The closing 6 entries of the part above come first, to join the parts:
Results follow in this order: UACC-62	SK-MEL-5	SK-MEL-2	LOX IMVI	HS 578T	SK-MEL-28	UACC-257	MALME-3M
15) C=C1CCC2(C#N)[C@H]3[C@H](CC[C@@H]2C)[C@@H](C)C[C@@H](CC(C)(C)NC(=O)CN2CCC2=O)[C@H]13 (some centres not stated)
 : 48	27	64	54	74	74	81	83
16) CC(=O)C1=C(C)NC(NNc2ccccc2)=NC1c1ccc(Cl)cc1 (configuration not stated)
 : 50	100	112	71	95	98	104	110
17) COC(=O)c1cc(N)cn1C
 : 85	77	100	98	98	107	102	98
18) OC(c1ccccc1)c1ccc(-c2ccccc2)cc1 (configuration not stated)
 : 89	.	109	107	106	117	92	103
19) COc1ccc2nc(-c3nc(-c4ccccc4)n4ccccc34)[nH]c2c1
 : 73	65	83	74	85	96	122	98
20) CCCn1c2cc(OCc3cn(-c4ccc(Br)cc4)nn3)ccc2c2ccnc(C)c21
 : 39	77	71	73	67	80	53	87
21) CC/C(=C(\c1ccccc1)c1ccc(OCCNC)cc1)c1ccccc1
 : -99*	-100*	-91*	-100*	-56*	-98*	-68*	-93*
22) c1ccc(-c2nn[nH]n2)nc1
 : 107	104	.	98	113	102	96	107
23) Nc1csc(N)n1
 : 115	110	133	99	.	116	109	127
24) NCCNC(=O)c1nc(Cn2cc(Br)cn2)no1
 : 104	98	116	99	101	105	101	107
25) CC(=O)NNc1nc(C)cs1
 : 105	106	102	106	.	111	89	103
26) Cc1ccc(NC2CNC(=O)NC2=O)cc1C (configuration not stated)
 : 111	104	114	103	111	105	115	97
27) N#CC(c1ccccc1)C(C#N)c1ccc(Cl)cc1 (configuration not stated)
 : .	98	98	94	84	103	94	80
28) O=c1[nH]nc(-c2ccc(Br)cc2)cc1Cc1ccc(O)cc1
 : 86	87	107	97	64	104	106	106
29) O=C1CC(=C/c2ccccc2)/C(=C/c2ccccc2)C1
 : .	100	91	96	99	97	109	117
30) Nc1nc(N)c(N=Nc2ccc(S(=O)(=O)Nc3ncccn3)cc2)c(=O)[nH]1
 : 110	109	107	90	144	104	110	138
31) NS(=O)(=O)c1ccc([N+](=O)[O-])cc1
 : 104	104	107	100	116	110	99	115
32) COc1cc(CSc2nc3ccc(Cl)cc3c(=O)n2Cc2ccccc2)cc(OC)c1OC
 : 16	26	21	39	31	44	47	39
33) COc1ccc(-n2cc(-c3ccc(Cl)c(Cl)c3)[nH]c2=O)cc1OC
 : 87	104	98	96	102	103	86	80
34) COc1cc(C2CC(c3ccc(C(F)(F)F)cc3)=Nc3c(N)nc(N)nc3N2)ccc1Oc1nc(NCCO)nc(N2CCOCC2)n1 (configuration not stated)
 : 108&101	102&105	102&114	104	87&108	118&113	103&107	106&109
35) C1=NN(c2ccccc2)C2C3N(C=NN3c3ccccc3)c3ccccc3N12 (configuration not stated)
 : 63	101	35	66	91	110	99	164
36) Fc1cccc(-c2nnc3c4[nH]ccc4ncn23)c1
 : 93	97	123	91	93	111	124	109
37) COc1cccc(C(=O)N(C)C)c1
 : 106	101	116	102	.	102	106	101
38) CN(C)C(=O)c1ccccc1NC(=O)c1ccccc1[N+](=O)[O-]
 : 96	102	106	.	104	102	102	87
39) c1ccc2cc(-c3cnc4nonc4n3)ccc2c1
 : 48	61	92	62	101	84	66	71
40) COc1ccc(-c2nc(SCC(C)C)nc(Nc3ccccc3)c2C#N)cc1
 : 88	97	111	80	73	112	84	96

Single entries from above:
UACC-257 with COc1ccc(-c2nc(SCC(C)C)nc(Nc3ccccc3)c2C#N)cc1 is entered as 84
MALME-3M with COc1cc(C2CC(c3ccc(C(F)(F)F)cc3)=Nc3c(N)nc(N)nc3N2)ccc1Oc1nc(NCCO)nc(N2CCOCC2)n1 (configuration not stated) is entered as 106&109
UACC-257 with COc1ccc(-n2cc(-c3ccc(Cl)c(Cl)c3)[nH]c2=O)cc1OC is entered as 86
MALME-3M with c1ccc2cc(-c3cnc4nonc4n3)ccc2c1 is entered as 71

(continued)
Results follow in this order: UACC-62	SK-MEL-5	SK-MEL-2	LOX IMVI	HS 578T	SK-MEL-28	UACC-257	MALME-3M
41) C=C(C)[C@@H]1CC[C@]2(C(=O)N3CCN(C)CC3)CC[C@]3(C)[C@H](CC[C@@H]4[C@@]5(C)C/C(=C/c6ccc(C(F)(F)F)cc6)C(=O)C(C)(C)[C@@H]5CC[C@]43C)[C@@H]12
 : 96	99	106	.	99	104	99	91
42) O=C(Sc1nnc(-c2sc3nnc(-c4ccccc4)c(-c4ccccc4)c3c2O)o1)c1ccccc1
 : 97	104	99	120	121	105	108	98
43) N#Cc1cnn(C(=O)c2ccccc2Br)c1NC(=O)c1ccccc1I
 : 103	100	113	.	.	110	95	100
44) O=C1NC(=O)C(c2ccc(C(=O)/C=C/c3c[nH]c4ccccc34)cc2)C(=O)N1
 : 109	96	95	93	109	102	109	97
45) CC(=O)Nc1nc2c(s1)Nc1ccccc1NC2=O
 : 103	99	109	105	108	110	102	107
46) ClCCCOC1CCCCO1 (configuration not stated)
 : 113	105	101	95	104	103	97	80
47) O=C(c1cc2ccccc2o1)c1nn(-c2ccccc2)cc1C(=O)c1cc2c(ccc3ccccc32)oc1=O
 : 68	87	94	83	89	87	87	.
48) COc1cc2oc(-c3cccc(NC(=O)c4cccc(NC(=O)[C@H](C)NC(=O)OC(C)(C)C)c4)c3)cc(=O)c2c(OC)c1OC
 : 74	49	88	53	88	83	108	36
49) COc1ccc(C2C(=O)NN=C2C)cc1 (configuration not stated)
 : 88	104	112	120	113	105	99	110
50) O=S(=O)(c1ccc(OCCO)cc1)c1ccc(OCCO)cc1
 : 101	90	.	105	.	79	86	99
51) Cn1cc(-c2cnn3c(N)c(Br)c([C@@H]4CCCNC4)nc23)cn1
 : 64	29	.	22	.	73	71	50
52) O=C(CSc1nnc2n1N=C(c1ccccc1)CS2)c1ccc(F)cc1
 : 84	99	99	106	81	90	98	126
53) COc1ccc(CC(C)=C(c2ccc(OCCN(C)C)cc2)c2ccc(OCCN(C)C)cc2)cc1
 : 39	84	108	72	75	71	93	96
54) CC1=NOCC(=O)N1
 : 102	100	.	89	117	99	101	117
55) CN(C)CCCC(=O)Nc1ccc(Cn2nnc3c2C(=O)c2nnn(Cc4ccc(NC(=O)CCCN(C)C)cc4)c2C3=O)cc1
 : 76	50	.	6.9*	112	56	48	-33*
56) COc1ccc(C(Cc2ccccc2)NCCCCO)cc1 (configuration not stated)
 : 95	102	75	96	113	78	85	106
57) COC(=O)/C=c1\[nH]n2/c(=C/c3ccc(OC)cc3)c(=O)nc-2n(-c2ccccc2)c1=O
 : 87	96	95	98	57	103	93	92
58) COC(=O)c1ccc2[nH]c(O)c(C(=Nc3ccc(N(C)C(=O)CN4CCN(C)CC4)cc3)c3cccc(OC)c3)c2c1
 : 37	6.7*	-0.1*	8.5*	6.7*	20	32	-16*
59) COc1cc(/C=N/NC(=O)CSc2nc3ccccc3c(=O)n2CCc2ccc(S(N)(=O)=O)cc2)cc(OC)c1OC
 : 80	77	75	89	93	101	78	85
60) CC(=O)Nc1ccc(/C=N/N2CCCCCC2)cc1
 : 96	106	118	101	96	103	114	100
61) CC1=NC(C(=O)O)CC1 (configuration not stated)
 : 103	99	100	96	101	107	86	105
62) CCOc1ccc(NC(=O)C2CCCN(CCc3ccccc3)C2)cc1 (configuration not stated)
 : 95	100	89	94	102	116	78	93
63) COc1ccc2c(c1)[n+](=O)c(/C=C/C(=O)c1cc(OC)c(OC)c(OC)c1)c(C)n2[O-]
 : 64	93	56	51	91	72	64	86
64) CCCN1C(=O)c2c(Br)c(Br)c(Br)c(Br)c2C1=O
 : 79	98	.	86	103	92	93	.
65) Cc1ccc(/C=C(\C#N)c2cc3ccccc3[nH]2)o1
 : 76	95	92	95	107	102	109	110
66) COc1ccc(C(=O)Cn2cnc3c(Nc4cc(C(=O)Nc5ccc(N6CCN(CCO)CC6)cc5)ccc4C)ncnc32)cc1
 : 104	102	100	94	98	105	104	116
67) CC(C)Cc1ccc(C(C)C(=O)Nc2ccc(-c3cc(=S)ss3)cc2)cc1 (configuration not stated)
 : 71	89	85	87	82	.	92	82
68) Cn1c([N+](=O)[O-])cnc1COC(N)=O
 : 106	104	111	94	105	116	103	102
69) OCCN(CCO)c1ccc2c(c1)Cc1cc(F)ccc1-2
 : 91	99	103	91	97	117	95	103
70) COc1cccc(-c2cc(C(=O)O)c3cc4ccccc4cc3n2)c1OC
 : 104	99	94	116	108	109	103	100
71) Cc1cc(C)n2[nH]c(=O)cc2n1
 : 97	103	109	96	103	90	94	107
72) COC(=O)c1c(NC(=O)C(F)(F)F)sc2c1CCC1(C2)OCCO1
 : 95	103	111	102	98	104	108	112
73) N[C@@H](CC(=O)N1CCn2c(nnc2C(F)(F)F)C1)Cc1cc(F)c(F)cc1F
 : 101	99	104	102	110	118	108	98
74) O=C(CCCC(=O)c1ccc(F)cc1)N[C@@H](CC(=O)N1CCn2c(nnc2C(F)(F)F)C1)Cc1cc(F)c(F)cc1F
 : 94	91	94	94	99	106	97	88
75) NC(=O)NC(=O)C(Cl)c1ccccc1 (configuration not stated)
 : 71	101	88	52	108	88	86	108
76) O=C(C[n+]1ccnc2ccccc21)c1ccccc1
 : 97	95	101	92	108	103	129	101
77) O=C(Nc1cccc(Cl)c1)c1ccccc1
 : 97	109	105	106	112	112	96	106
78) CCCCNc1ccc(C#N)c(OCCN(CC)CC)c1
 : 103	94	105	102	123	101	114	109
79) O/N=C/c1ccccn1
 : 111	110	108	105	111	121	92	100
80) O=C(Nc1cc(-c2ccccc2)[nH]n1)c1ccc(Cl)cc1
 : 80	88	78	90	81	117	78	93
81) C/C(=C/C1CC(=O)OC1=O)CC(C)(C)C (configuration not stated)
 : 112	98	89	94	109	104	86	96
82) CCCCCCNC(=O)n1cc(F)c(=O)[nH]c1=O
 : 60	55	50	39	67	58	73	51
83) N#Cc1ccc2c(c1)C(=O)c1c-2n(CCCN)c(=O)c2cc([N+](=O)[O-])ccc12
 : -100*	-100*	-52*	-100*	-78*	-100*	-100*	-82*
84) FC(F)(F)c1ccc(-c2nc(-c3nc4ccc(Cl)cc4[nH]3)cc3c2[nH]c2ccccc23)cc1
 : 73	.	76	71	86	95	92	90
85) CCCC(=O)c1cc(-c2cc(C(=O)CCC)nc(N)n2)nc(N)n1
 : 97	101	124	98	67	111	108	88
86) CN(C)c1ccc(C=C2C=CC=C2)cc1
 : 106	96	105	95	.	118	94	112
87) CCCNC(=O)NCn1c(=O)[nH]c2ccccc2c1=O
 : 94	98	103	97	97	102	96	94
88) CCc1cc(C(C)(C)C)cc(C(C)(C)C)c1O
 : 105	.	108	103	85	105	97	110
89) O=C(C1CN(c2cccc(Cl)c2)N(c2cccc(Cl)c2)C1=O)N1CCOCC1 (configuration not stated)
 : 75	91	89	86	98	92	99	62
90) O=C(O)c1cc(-c2ccccc2)nc2ccccc12
 : 102	.	100	99	115	120	111	100
